# Source: PubChem (Broad Institute)
# NFkB SMM: binders of NF-kB p50 subunit, primary screen, biochemical, small molecule microarray, anti-His fluorescence | Nuclear factor NF-kappa-B p105 subunit (Homo sapiens), P19838 | anti-His fluorescence binding | calls only | 17,000 tested, 1.3% active | AID 624139, 2012;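 active = spot fluorescence over background significantly raised, with a chance value under 7% in all four replicate spots of the compound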;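 also: probe protein is his-tagged human p50 processed subunit at 1 µg/ml; raw spot fluorescence signals with no normalization applied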
# Target sequence (P19838 1-433 limits assumed): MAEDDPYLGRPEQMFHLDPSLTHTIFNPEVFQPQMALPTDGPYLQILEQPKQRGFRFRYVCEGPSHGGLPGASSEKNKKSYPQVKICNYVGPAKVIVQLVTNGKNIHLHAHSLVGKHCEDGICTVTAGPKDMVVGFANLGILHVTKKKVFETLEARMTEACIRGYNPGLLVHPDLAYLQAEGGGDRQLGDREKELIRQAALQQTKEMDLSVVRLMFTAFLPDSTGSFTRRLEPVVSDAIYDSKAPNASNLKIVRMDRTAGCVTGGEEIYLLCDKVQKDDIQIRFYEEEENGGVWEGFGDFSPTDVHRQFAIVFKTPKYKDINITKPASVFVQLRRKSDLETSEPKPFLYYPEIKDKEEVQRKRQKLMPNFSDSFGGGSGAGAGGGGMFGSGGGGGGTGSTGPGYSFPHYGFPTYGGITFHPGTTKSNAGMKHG
# Calls only; i = inactive.
canonical_smiles	NFkB SMM
Cc1cc(C)c(O)c(C(=O)CC2CC(=O)NC(=O)C2)c1	i
CC(C)NC(=O)N(C)C[C@@H]1Oc2ccc(NC(=O)CCN3CCOCC3)cc2CC(=O)N([C@@H](C)CO)C[C@@H]1C	i
COc1ccc(NC(=O)N(C)C[C@@H]2Oc3c(NS(=O)(=O)c4cccs4)cccc3C(=O)N([C@@H](C)CO)C[C@@H]2C)cc1	i
COc1ccc(S(=O)(=O)N(C)C[C@@H]2Oc3ccc(NC(=O)Nc4ccc(C(F)(F)F)cc4)cc3C(=O)N([C@H](C)CO)C[C@H]2C)cc1	i
Cc1cc(F)c(Nc2ncnc3cc(OCc4ccccc4)ccc23)cc1O	i
CNC[C@H]1OCCCC[C@H](C)Oc2ccc(NS(=O)(=O)c3cccs3)cc2C(=O)N([C@@H](C)CO)C[C@@H]1C	i
COc1ccc(S(=O)(=O)Nc2ccc3c(c2)CC(=O)N([C@H](C)CO)C[C@H](C)[C@H](CN(C)C)O3)cc1	i
C[C@@H]1CN([C@@H](C)CO)C(=O)c2cc(N(C)C)ccc2O[C@@H]1CN(C)C(=O)NC1CCCCC1	i
COc1ccc(CN(C)C[C@H]2Oc3c(NS(=O)(=O)c4ccc(OC)cc4)cccc3C(=O)N([C@H](C)CO)C[C@@H]2C)cc1	i
Cc1cc(C(F)F)n2nc(C(=O)Nc3ccc(S(=O)(=O)N4CCCC4)cc3)nc2n1	i
C[C@@H]1CN([C@H](C)CO)C(=O)c2cccc(NC(=O)C3CCOCC3)c2O[C@@H]1CN(C)C(=O)Nc1ccc(F)cc1	i
C[C@@H]1CCCCO[C@H](CN(C)C(=O)CCCN(C)C)[C@H](C)CN([C@@H](C)CO)C(=O)c2cc(NS(=O)(=O)c3cccs3)ccc2O1	i
COc1ccc(Br)cc1CN1CCN(Cc2c[nH]c3ccccc23)CC1	i
Cc1noc(C)c1S(=O)(=O)N(C)C[C@H]1Oc2ccc(NC(=O)Nc3ccc(F)cc3)cc2CC(=O)N([C@@H](C)CO)C[C@H]1C	i
C[C@H]1CN([C@@H](C)CO)C(=O)c2cccc(NC(=O)C3CCOCC3)c2O[C@@H]1CN(C)Cc1ccc(Cl)c(Cl)c1	i
Cc1ccccc1C(OCCN(C)C)c1ccccc1 (centres undefined)	i
Cc1ccc(S(=O)(=O)N(CC(=O)O)c2ccccc2C)cc1	i
COc1ccc(-c2noc(CC(=O)O)c2-c2ccc(OC)cc2)cc1	i
Cc1noc(C)c1S(=O)(=O)N(C)C[C@@H]1OCCCC[C@@H](C)Oc2ccc(NC(=O)NC(C)C)cc2C(=O)N([C@@H](C)CO)C[C@H]1C	i
Cc1ccccc1Nc1nc(N)nc(CN2CCN(c3ccccn3)CC2)n1	i
[N-]=[N+]=NCc1ccccc1C[C@]1(C(=O)N2CCCCC2)COC(c2ccc(OCCCO)cc2)=N1	i
C[C@@H]1CN([C@H](C)CO)C(=O)c2cccc(NS(=O)(=O)c3ccc(Cl)cc3)c2O[C@@H]1CN(C)Cc1ccc(C(=O)O)cc1	i
COc1ccc([Si](C)(C)[C@@H]2[C@@H](CCn3cc(CCO)nn3)O[C@]3(C(=O)N(c4ccccc4)c4ccccc43)[C@H]2C)cc1	i
CCC(C)c1c(O)nc(SCC(=O)c2ccccc2)[nH]c1=O (centres undefined)	i
C[C@@H]1CN([C@H](C)CO)C(=O)c2cccc(NS(=O)(=O)c3ccc(Cl)cc3)c2O[C@@H]1CN(C)C(=O)Nc1ccc(C(F)(F)F)cc1	i
C[C@@H]1CCCCO[C@@H](CN(C)C)[C@H](C)CN([C@H](C)CO)C(=O)c2cc(NC(=O)Nc3cccc4ccccc34)ccc2O1	i
COc1cccc(NC(=O)CNC(=O)c2ccccc2)c1	i
C[C@@H]1CN([C@@H](C)CO)C(=O)c2cc(NS(C)(=O)=O)ccc2O[C@@H](C)CCCCO[C@@H]1CN(C)C(=O)CCCN(C)C	i
COCCCNC(=O)[C@@]1(CCS(=O)(=O)c2ccccc2)COC(c2ccc(OCCCO)cc2)=N1	i
C[C@@H]1CN([C@@H](C)CO)C(=O)Cc2cc(NC(=O)Cc3cn(C)c4ccccc34)ccc2O[C@@H]1CN(C)Cc1ccncc1	i
C[C@H](CO)N1C[C@H](C)[C@H](CN(C)C(=O)NC2CCCC2)Oc2ncc(-c3cc4ccccc4o3)cc2C1=O	i
Cn1nnnc1SCC(=O)Nc1ccc2c(c1)OCCO2	i
Cc1noc(COc2ccc(OCc3nc(C)no3)cc2)n1	i
C[C@@H]1CN([C@@H](C)CO)C(=O)c2cc(NS(=O)(=O)c3cn(C)cn3)ccc2O[C@@H]1CN(C)C(=O)Nc1ccc(F)cc1	i
CC(C)NC(=O)Nc1ccc2c(c1)C(=O)N([C@H](C)CO)C[C@H](C)[C@H](CN(C)Cc1ccc(C(=O)O)cc1)OCCCC[C@@H](C)O2	i
C[C@H](CO)N1C[C@H](C)[C@@H](CN(C)Cc2ccc(C(=O)O)cc2)Oc2c(NS(=O)(=O)c3ccc(Cl)cc3)cccc2C1=O	i
O=C1CC(c2ccc(O)cc2)Oc2cc(O)cc(O[C@@H]3O[C@H](CO)[C@@H](O)[C@H](O)[C@H]3O)c21 (some centres undefined)	i
CS(=O)(=O)N(CC(=O)Nc1ccccc1)c1ccc(F)c(Cl)c1	i
C[C@H](CO)N1C[C@H](C)[C@@H](CN(C)S(=O)(=O)c2ccc(Cl)cc2)Oc2c(NS(=O)(=O)c3cccs3)cccc2C1=O	i
CNC[C@@H]1Oc2ccc(NC(=O)Nc3ccc4c(c3)OCO4)cc2CC(=O)N([C@H](C)CO)C[C@@H]1C	i
CC(C)NC(=O)Nc1ccc2c(c1)C(=O)N([C@@H](C)CO)C[C@@H](C)[C@@H](CN(C)CC1CC1)OCCCC[C@@H](C)O2	i
CNC[C@H]1Oc2c(cccc2N(C)C)C(=O)N([C@H](C)CO)C[C@@H]1C	i
C[C@H]1CN([C@@H](C)CO)C(=O)c2cccc(NC(=O)c3ccncc3)c2O[C@H]1CN(C)S(=O)(=O)c1ccc(F)cc1	i
CC1(C)Cc2c(c(N3CCOCC3)nc3sc4c(=O)[nH]nnc4c23)CO1	i
CCOC(=O)COc1ccc(-c2nc3c([nH]2)c(=O)n(C)c(=O)n3C)cc1OC	i
COc1ccc(NC(=O)N(C)C[C@@H]2OCCCC[C@@H](C)Oc3ccc(NC(=O)CCC(F)(F)F)cc3C(=O)N([C@H](C)CO)C[C@@H]2C)cc1	i
C[C@@H]1CCCCO[C@H](CN(C)S(=O)(=O)c2ccc(F)cc2)[C@@H](C)CN([C@H](C)CO)C(=O)c2cc(NC(=O)Nc3ccccc3)ccc2O1	i
Cc1noc(C)c1S(=O)(=O)Nc1ccc2c(c1)C(=O)N([C@H](C)CO)C[C@@H](C)[C@H](CN(C)C(=O)Nc1ccccc1)OCCCC[C@@H](C)O2	i
COc1ccc(C(=O)CC2(O)C(=O)Nc3ccc(Cl)cc32)cc1OC (centres undefined)	i
COC(=O)c1cc(OC)cc(O)c1C(=O)c1c(O)cc(C)cc1O	i
C[C@@H]1CCCCO[C@H](CN(C)C(=O)C2CCCCC2)[C@@H](C)CN([C@@H](C)CO)C(=O)c2cc(N(C)C)ccc2O1	i
COc1ccc(NC(=O)Nc2cccc3c2O[C@@H](CN(C)Cc2ccc4c(c2)OCO4)[C@H](C)CN([C@H](C)CO)C3=O)cc1	i
C[C@H](CO)N1C[C@H](C)[C@H](CN(C)S(=O)(=O)c2cccs2)OCCCC[C@H](C)Oc2ccc(NS(C)(=O)=O)cc2C1=O	i
CNC[C@@H]1OCCCC[C@@H](C)Oc2ccc(NS(=O)(=O)c3ccccc3)cc2C(=O)N([C@@H](C)CO)C[C@@H]1C	i
CC1(C)CC[C@]2(C(=O)O[C@@H]3O[C@H](CO)[C@@H](O)[C@H](O)[C@H]3O)CC[C@]3(C)C(=CCC4[C@@]5(C)C[C@@H](O)[C@H](O)[C@@](C)(CO)C5CC[C@]43C)C2C1 (some centres undefined)	i
CCOc1ccc(Nc2nc(CSc3nc4ccccc4c(=O)n3-c3ccccc3)cs2)cc1	i
C[C@@H]1CCCCO[C@H](CN(C)S(=O)(=O)c2ccc(F)cc2)[C@H](C)CN([C@H](C)CO)C(=O)c2cc(NC(=O)C3CCCCC3)ccc2O1	i
C=C1C(=O)C23CC(O)C4C(C)(C(=O)OC5OC(CO)C(O)C(O)C5O)CCCC4(C)C2=CCC1(O)C3 (centres undefined)	i
CNC[C@@H]1Oc2ccc(NC(=O)CCCN(C)C)cc2C(=O)N([C@@H](C)CO)C[C@H]1C	i
C[C@H](CO)N1C[C@H](C)[C@@H](CN(C)Cc2ccccc2)Oc2ccc(NS(=O)(=O)c3ccc(Cl)cc3)cc2CC1=O	i

# Laid out differently: results already given
> Cc1cc(C(F)F)n2nc(C(=O)Nc3ccc(S(=O)(=O)N4CCCC4)cc3)nc2n1
  NFkB SMM = i
> C[C@@H]1CN([C@H](C)CO)C(=O)c2cccc(NC(=O)C3CCOCC3)c2O[C@@H]1CN(C)C(=O)Nc1ccc(F)cc1
  NFkB SMM = i
> C[C@@H]1CCCCO[C@H](CN(C)C(=O)CCCN(C)C)[C@H](C)CN([C@@H](C)CO)C(=O)c2cc(NS(=O)(=O)c3cccs3)ccc2O1
  NFkB SMM = i

# The results go on.
SMILES,NFkB SMM
CC[C@H](NS(=O)(=O)c1ccc(C)cc1)C(=O)Oc1cc2oc(=O)cc(C)c2cc1Cl,i
C[C@H]1CN([C@@H](C)CO)C(=O)Cc2cc(N(C)C)ccc2O[C@@H]1CN(C)S(=O)(=O)c1cn(C)cn1,i
CNC[C@H]1Oc2ccc(NC(=O)Nc3ccc(OC)cc3)cc2C(=O)N([C@@H](C)CO)C[C@@H]1C,i
COc1ccc(CN(C)C[C@H]2Oc3ccc(NC(=O)c4ccncc4)cc3C(=O)N([C@H](C)CO)C[C@@H]2C)cc1,i
Cc1c(C(=O)C2C(=O)C(=O)N(CCN3CCOCC3)C2c2ccccn2)cnn1-c1ccccc1 (centres undefined),i
CC(C)NC(=O)Nc1ccc2c(c1)C(=O)N([C@H](C)CO)C[C@H](C)[C@@H](CN(C)C(=O)Nc1ccccc1)OCCCC[C@@H](C)O2,i
C=CCN1C(=O)[C@]2(CCS(=O)(=O)c3ccccc3)N=C(c3ccc(OCCCO)cc3)O[C@@H]2c2ccccc21,i
C[C@@H]1CN([C@@H](C)CO)C(=O)c2cc(NC(=O)CCC(F)(F)F)ccc2O[C@@H](C)CCCCO[C@@H]1CN(C)C(=O)c1ccncc1,i
O=C1c2ccccc2C(=O)N1[C@@H]1CCCN(Cc2ccc(OCCO)cc2)C1,i
Cc1c(N2C(=O)CSC2c2ccccc2)c(=O)n(-c2ccccc2)n1C (centres undefined),i
CCc1nc2ccccc2n1CCC(=O)O,i
C[C@H]1CN([C@@H](C)CO)C(=O)c2cc(NC(=O)Nc3ccc(C(F)(F)F)cc3)ccc2O[C@H]1CN(C)C(=O)NC1CCCCC1,i
C[C@@H]1CN([C@H](C)CO)C(=O)Cc2cc(NC(=O)CCN3CCOCC3)ccc2O[C@H]1CN(C)C,i
C[C@H](CO)N1C[C@H](C)[C@H](CN(C)C(=O)CCC(F)(F)F)OCc2cn(nn2)CCCC1=O,i
C[C@H](CO)N1C[C@H](C)[C@@H](CN(C)C(=O)Nc2ccccc2)Oc2ccc(NC(=O)Cc3cn(C)c4ccccc34)cc2CC1=O,i
CCCN(C)C[C@@H]1Oc2ncc(-c3ccc(OC)cc3)cc2C(=O)N([C@H](C)CO)C[C@@H]1C,i
C[C@H]1CN([C@@H](C)CO)C(=O)Cc2cc(NS(=O)(=O)c3ccccc3)ccc2O[C@@H]1CN(C)C(=O)NC1CCCCC1,i
COCCOC(=O)N1C(=O)[C@@]2(c3cc(C#CCC(C(=O)OC)C(=O)OC)ccc31)[C@H](c1ccccc1OCCO)N1[C@H](c3ccccc3)[C@H](c3ccccc3)OC(=O)[C@H]1[C@@H]2C(=O)N1CCN(c2ncccn2)CC1,i
O=C(Nc1ccccc1)C1=C[C@H](c2ccc3c(c2)Cc2ccccc2-3)C[C@H](OCc2ccc(CO)cc2)O1,i
C[C@@H]1CN([C@H](C)CO)C(=O)c2cc(NS(=O)(=O)c3cccs3)ccc2O[C@@H](C)CCCCO[C@@H]1CN(C)S(=O)(=O)c1cccs1,i
COc1ccc(CN(C)C[C@H]2Oc3ccc(NC(=O)Nc4ccc(OC)cc4)cc3C(=O)N([C@H](C)CO)C[C@H]2C)cc1,i
C[C@H]1CCCCO[C@H](CN(C)C(=O)CCC(F)(F)F)[C@@H](C)CN([C@@H](C)CO)C(=O)c2cc(NS(=O)(=O)c3cccs3)ccc2O1,i
CC(C)NC(=O)N(C)C[C@H]1OCCCC[C@H](C)Oc2ccc(N(C)C)cc2C(=O)N([C@H](C)CO)C[C@H]1C,i
CCOC(=O)c1c(NC(=O)C2(C)Cc3ccccc3C(=O)O2)sc(C)c1C (centres undefined),i
CC(Oc1ccc(Cl)cc1Cl)C(=O)NC(=S)Nc1sc2c(c1C#N)CCCC2 (centres undefined),i
CCn1c(SCC(=O)Nc2ccccc2C)nnc1-c1ccccc1O,i
Cc1noc(C)c1NC(=O)Nc1ccc2c(c1)C(=O)N([C@H](C)CO)C[C@H](C)[C@H](CN(C)C)OCCCC[C@H](C)O2,i
CCOC(=O)c1ccc(COC(=O)c2cc3ccccc3oc2=O)o1,i

# 4 of these compounds, reformatted.
> CC(Oc1ccc(Cl)cc1Cl)C(=O)NC(=S)Nc1sc2c(c1C#N)CCCC2 (centres undefined)
  NFkB SMM = i

> CCn1c(SCC(=O)Nc2ccccc2C)nnc1-c1ccccc1O
  NFkB SMM = i

> Cc1noc(C)c1NC(=O)Nc1ccc2c(c1)C(=O)N([C@H](C)CO)C[C@H](C)[C@H](CN(C)C)OCCCC[C@H](C)O2
  NFkB SMM = i

> CCOC(=O)c1ccc(COC(=O)c2cc3ccccc3oc2=O)o1
  NFkB SMM = i

# Not all compounds are listed (hit frequency here may not be typical).
